Assay outcomes deposited in PubChem by National Center for Advancing Translational Sciences (NCATS).
AmpC inh detg – qHTS Inhibitors of AmpC Beta-Lactamase (assay with detergent); P00811; 370,000 compounds, 0.041% hits; AmpC hydrolysis of nitrocefin, absorbance 480 nm, 0.01% Triton; Potency, µM (titrated, usually from 114 µM), for the others: top-dose activity change, negative = inhibition, most hits filed as inhibitors;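 also: potency is read from the fitted curve at half-maximal effect; 0% = no-compound wells and -100% = no-enzyme wells; nearly all actives have a fitted effect of over 25% in size; some results filed as inactive show a strong effect at the top dose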
Target sequence (P00811 whole entry, looked up): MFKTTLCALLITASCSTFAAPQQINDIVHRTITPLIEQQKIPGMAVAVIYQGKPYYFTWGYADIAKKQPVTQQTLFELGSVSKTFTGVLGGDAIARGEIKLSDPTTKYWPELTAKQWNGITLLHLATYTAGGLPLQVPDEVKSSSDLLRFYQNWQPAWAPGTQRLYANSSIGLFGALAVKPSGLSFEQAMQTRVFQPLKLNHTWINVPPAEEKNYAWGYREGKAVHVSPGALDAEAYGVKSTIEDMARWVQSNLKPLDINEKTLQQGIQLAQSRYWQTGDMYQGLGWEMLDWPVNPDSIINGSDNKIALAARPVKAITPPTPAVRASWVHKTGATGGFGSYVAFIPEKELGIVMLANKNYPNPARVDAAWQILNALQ
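20 mM phosphate pH 7.0 + 0.01% (detergent screen) or 0.0001% Triton X-100; 5.3 nM AmpC reagent; cpd preinc 15 min RT; nitrocefin (800 uM stock) to start; A480 q20 s × 4 min; Activity was normalised to no-enzyme and no-compound control wells.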
LmPK inhibitor – qHTS Assay for Inhibitors of Leishmania Mexicana Pyruvate Kinase (LmPK); Q27686; purified LmPK, Kinase-Glo ATP luminescence, 1 h; Potency, µM (highest dose often 57.5 µM), without a hit: top-dose activity change, negative = inhibition, most hits filed as inhibitors; 290,000 compounds, 0.37% hits; also: potency is read from the fitted curve at half-maximal effect
Target sequence (Q27686 whole entry, looked up): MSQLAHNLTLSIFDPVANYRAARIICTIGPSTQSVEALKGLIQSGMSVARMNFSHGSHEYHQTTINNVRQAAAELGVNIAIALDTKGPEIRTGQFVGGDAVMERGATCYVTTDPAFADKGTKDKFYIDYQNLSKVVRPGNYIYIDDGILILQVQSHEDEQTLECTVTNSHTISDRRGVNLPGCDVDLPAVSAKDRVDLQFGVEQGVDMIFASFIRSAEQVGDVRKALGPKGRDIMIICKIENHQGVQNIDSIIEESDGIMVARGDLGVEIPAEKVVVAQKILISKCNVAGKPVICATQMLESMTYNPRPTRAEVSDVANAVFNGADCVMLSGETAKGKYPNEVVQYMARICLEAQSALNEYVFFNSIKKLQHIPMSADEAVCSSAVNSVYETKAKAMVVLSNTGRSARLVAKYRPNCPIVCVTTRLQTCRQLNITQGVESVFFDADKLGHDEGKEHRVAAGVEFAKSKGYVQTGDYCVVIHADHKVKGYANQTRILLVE
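Pyruvate kinase activity monitored as ATP production (luciferase luminescence). Conditions: 0.1 nM enzyme, 0.5 mM PEP, 0.1 mM ADP, 1 h, RT; normalized against uninhibited and no-enzyme wells.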
Sm TGR block – qHTS Assay for the Inhibitors of Schistosoma Mansoni Peroxiredoxins; Schistosoma mansoni thioredoxin glutathione reductase (TGR), Q962Y6; purified TGR, DTNB reduction, TNB absorbance 405 nm; Potency, µM (highest dose often 114 µM), for the others: top-dose activity change, negative = inhibition, hits mostly inhibitors; 360,000 compounds, 3% hits; AID 485364, 2010; also: potency is read from the fitted curve at half-maximal effect; nearly all actives have a fitted effect of over 60% in size
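First, TGR (20 nM dispensed) and NADPH were mixed with compound. Second, a 15 min room-temperature incubation followed. Third, further NADPH and then DTNB were added to start the reaction. Finally, TNB absorbance was monitored kinetically.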
AMA1-RON2 inh – qHTS for Inhibitors of AMA1-RON; Towards Development of Antimalarial Drug Lead: Primary Screen; Potency, µM (titrated, usually from 58.2 µM), for the others: top-dose activity change, negative = inhibition, most hits filed as inhibitors; 360,000 compounds, 0.2% hits; Plasmodium falciparum AMA1 (3D7) - RON2 peptide interaction; AlphaScreen AMA1-biotinylated RON2 peptide binding; AID 720542, 2013;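 also: potency is read from the fitted curve at half-maximal effect; 0% = vehicle wells and -100% = peptide control; nearly all actives have a fitted effect of over 45% in size; some results filed as inactive show a strong effect at the top dose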
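AMA1 (3D7) with his tag at 25 nM final met compounds first, then biotinylated RON2 peptide at 25 nM; detection used donor plus acceptor beads, 10 µg/mL apiece, read by AlphaScreen after 30 min at room temperature.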
HCMV antiviral – qHTS Assay for inhibitors of the human cytomegalovirus (HCMV). HFF cells, HCMV-luciferase reporter, 72 h; hits give low values. activity change, negative = inhibition, % at 57.5 µM. 410,000 compounds, 4.5% hits. AID 1259415, 2018; in the data active = activity change below about -60%; inconclusive = no clear call, values can overlap the other calls; inactive = above about -39%
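Two-dose cell screen: HFF monolayers treated with compounds and infected with luciferase-expressing HCMV at 1 PFU/cell, 72 h at 37C, then lysed for luciferase measurement.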
AmpC inh no detg – qHTS Inhibitors of AmpC Beta-Lactamase (assay without detergent); P00811; AmpC nitrocefin hydrolysis, absorbance 480 nm, 0.0001% Triton; Potency, µM (highest dose often 57.1 µM), for inactives: at the top dose activity change, negative = inhibition, hits mostly inhibitors; 330,000 compounds, 0.52% hits;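 also: potency is read from the fitted curve at half-maximal effect; plate controls were no compound for no effect and no enzyme for full effect; nearly all actives have a fitted effect of over 20% in size; some results filed as inactive show a strong effect at the top dose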
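20 mM phosphate pH 7.0 + 0.01% (detergent screen) or 0.0001% Triton X-100; 5.3 nM AmpC reagent; cpd preinc 15 min RT; nitrocefin (800 uM stock) to start; A480 q20 s × 4 min; Activity was normalised to no-enzyme and no-compound control wells.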
TbPYK inhibitor – qHTS of Trypanosoma Brucei Inhibitors; AID 624173, 2012; TbPYK enzyme, Kinase-Glo Plus ATP luminescence, 45 min; 410,000 compounds, 0.12% hits; Potency, µM (top dose mostly 76.8 µM), for inactives: top-dose activity, negative = inhibition, hits mostly inhibitors; also: potency is read from the fitted curve at half-maximal effect; nearly all actives have a fitted effect of over 50% in size
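Luminescence from Kinase-Glo Plus, added after a 45-minute room-temperature reaction, served as the end-point read-out. The enzyme and substrate were preincubated with compound before ADP (130 uM final) initiated turnover. Concentration-effect curves came from normalized qHTS data.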
* = called active by the depositor; ? = inconclusive; . = not tested or not shown; & = joins results of further samples; [ ] = dose if it differs, or a comment. Unless noted, calls follow the shape of the dose curve; as a rule, active = well fitted curve in the direction sought with a large enough effect; inconclusive = small, poorly fitted or top-dose-only effect, or another doubt; inactive = no such curve, though single readings can be large; an effect the other way counts as inactive or inconclusive. Unless noted, % is scaled to controls: 0 for no effect and ±100 for the full control effect. Compounds were not picked by outcome. Share with any hit: about 7.4%.

SMILES | AmpC inh detg | LmPK inhibitor | Sm TGR block | AMA1-RON2 inh | HCMV antiviral | AmpC inh no detg | TbPYK inhibitor
Cn1cccc1-c1cc(C(=O)N2CCc3c([nH]c4ccccc34)C2c2ccccn2)[nH]n1 (stereo unspecified) | 12% | -2% | ? | -17% | 9 | 28% | -4%
CCn1cc2nc(SCC(=O)Nc3ccc(OC)cc3OC)n(Cc3ccc(Cl)cc3)c(=O)c2n1 | 24% | . | 0% | . | -29 | . | 6%
Cc1ccc(-c2nc3nc4ccccc4nc3n2Cc2ccco2)cc1 | 0% | -10% | 18µM* | -12% | 60 | -29% | -12%
COc1nc(/C(N)=N/O)nc(N2CCCCC2)n1 | -14% | 0% | 5% | 86%[activator] | 17 | -18% | -5%
CC(C)Oc1ccc(C(=O)NCC(=O)N2CCN(S(=O)(=O)/C=C/c3ccccc3)CC2)cc1 | -21% | . | 8% | -5% | -30 | 37% | -14%
CN1CCC(N(C)S(=O)(=O)c2ccc(NC(=O)Cc3ccc(F)cc3)cc2)CC1 | -10% | . | -3% | -13% | 11 | 0% | -5%
CCC(C(=O)NC1CCCC1)N(Cc1ccc2c(c1)OCO2)C(=O)c1snc(C(N)=O)c1N (stereo unspecified) | -4% | 9% | -22% | 20% | -18 | -5% | 5%
O=C(c1ccco1)N1CCN(c2ccc([N+](=O)[O-])cc2F)CC1 | -13% | -2% | 35µM* | 0% | 8 | -9% | 3%
CCN1CCCc2cc(CN(CCN3CCOCC3)C(=S)Nc3ccc(OC)c(Cl)c3)ccc21 | 0% | 0% | -27% | -3% | -32 | 34% | -4%
C/C=C/c1ccc2c(c1)OCO2 | 5% | . | -8% | -2% | 7 | 7% | 2%
COc1cccc(NC(=O)c2cc3ccccc3oc2=O)c1 | ? | -9% | -22% | -5% | -13 | -6% | -20%
NC(=O)c1ncn([C@@H]2O[C@H](CN=C3NS(=O)(=O)c4ccccc43)[C@@H](O)[C@H]2O)n1 | . | . | . | -3% | 3 | . | -7%
CC1=NN(/C(=N\c2nnc(C)s2)Nc2ccc(C(C)(C)C)cc2)[C@H](c2ccc(C)cc2)S1 | 0% | -1% | -1% | 5% | 26 | 72%[activator] | -5%
CCOC(=O)c1sc2nc(C)cc(C)c2c1N | -4% | 3% | -8% | 55%[activator] | 31 | -9% | 5%
CC(C)(C)c1ccc(C(=O)C2CCCN(Cc3ccon3)C2)cc1 (stereo unspecified) | -2% | 4% | -17% | 3% | 33 | 37% | 1%
COc1ccccc1NS(=O)(=O)c1cc(NC(=O)c2sc3cc(Cl)ccc3c2Cl)ccc1C | -2% | -1% | -31% | 4% | -7 | -23% | 7%
O=C(COc1ccc2ccccc2c1)NNC(=O)Cc1cccc2ccccc12 | 1% | 2% | 0% | 70%[activator] | 2 | -31% | -4%
CCC1CCCCN1C(=O)CSc1nnc(-c2ccc(OC)c(OC)c2)o1 (stereo unspecified) | 14% | . | 4% | . | -1 | . | -4%
Cc1ccccc1COC(=O)c1nn(-c2ccccc2)nc1N | 6%&1% | 5% | -1%&6% | 31%[activator] | ? | -25% | -3%&1%
Nc1nnc(Cc2ccccc2F)s1 | 4% | 0% | 7% | -9% | 4 | -13% | -7%

Exported with values under each structure: part of the list above.
Below each compound: AmpC inh detg, LmPK inhibitor, Sm TGR block, AMA1-RON2 inh, HCMV antiviral, AmpC inh no detg, TbPYK inhibitor
- NC(=O)c1ncn([C@@H]2O[C@H](CN=C3NS(=O)(=O)c4ccccc43)[C@@H](O)[C@H]2O)n1
 : ., ., ., -3%, 3, ., -7%
- CC1=NN(/C(=N\c2nnc(C)s2)Nc2ccc(C(C)(C)C)cc2)[C@H](c2ccc(C)cc2)S1
 : 0%, -1%, -1%, 5%, 26, 72%[activator], -5%
- CCOC(=O)c1sc2nc(C)cc(C)c2c1N
 : -4%, 3%, -8%, 55%[activator], 31, -9%, 5%

Carrying on.
SMILES | AmpC inh detg | LmPK inhibitor | Sm TGR block | AMA1-RON2 inh | HCMV antiviral | AmpC inh no detg | TbPYK inhibitor
CC(C)CNc1nc(SCC(=O)Nc2ccccc2)nc(N2CCOCC2)n1 | 3% | 2% | -1% | 2% | -36 | -8% | 3%
CCCC(=O)N(Cc1cc(=O)[nH]c2ccccc12)c1ccc(OC)cc1 | -4% | -2% | -1% | 9% | 69 | -5% | -12%
O=C(NC12CC3CC(CC(C3)C1)C2)c1ccc(-c2ccccc2Cl)o1 | -4% | 3% | 4% | -15% | 45 | -25% | -5%
Cc1onc(-c2ccccc2)c1CNC(=O)Nc1ccc(F)cc1F | ? | 7% | 8% | 34%[activator] | -22 | -43% | -15%
C=CCn1c(=O)c(C(=O)Nc2ncccc2O)c(O)c2ccccc21 | ? | -5% | -5% | 84%[activator] | -22 | -18% | 3%
CCOC(=O)c1ccc2nc(NC(=O)c3ccco3)sc2c1 | ? | ? | -18% | 15% | 36 | -9% | -10%
COc1cccc(CC(=O)NC2CCSc3ccccc32)c1 (stereo unspecified) | 1% | 3% | -4% | -11% | -27 | -25% | 1%
Cc1nn(C)c(Oc2cccc(Cl)c2)c1C(=O)Nc1ccc(F)cc1F | 0% | 2% | -1% | 5% | -25 | 62%[activator] | 0%
COc1ccccc1-n1c(=O)c2c3c(sc2n(C)c1=O)CN(C(C)=O)CC3 | 7% | . | 24% | . | 0 | . | 9%[15.4 µM]
CCOc1ccc(CCNC(=O)c2cc3sccc3n2CC)cc1OCC | 0%&0% | 6% | 0%&4% | -26% | -27&-15 | . | 2%&0%
N#Cc1c(-c2ccc(F)cc2)c(-c2ccc(F)cc2)nn(CCO)c1=O | . | . | . | 9% | -38 | . | -1%
CCCCC(=O)NC1(C(F)(F)F)C(=O)N(CC(C)C)C2=C1C(=O)CC(C)(C)C2 (stereo unspecified) | ? | 0% | 6% | 20% | 3 | 17% | 1%
Cc1ccc(C(C(=O)NC(C)(C)C)N(Cc2ccco2)C(=O)CCC(=O)Nc2ccccn2)cc1 (stereo unspecified) | 2% | -3% | -8% | -11% | -13 | -16% | -4%
CC(=O)N1[C@H](C)C=C[C@]1(Cc1ccccc1)C(=O)NCCN1CCOCC1 | . | . | . | 1% | 3 | . | -1%
CCn1cc(C(=O)N2CCCc3ccccc32)c2cc(OC)c(OC)cc2c1=O | ? | 10% | 7% | -8% | -17 | 83%[activator] | -10%
COc1cccc(N=Nc2c(=O)[nH]n3c(C)cc(C)nc23)c1 | -13% | 3% | 1% | 68%[activator] | 13 | -13% | 6%
COC(=O)c1sc2cccc(F)c2c1S(=O)(=O)Nc1cc(C)c(Cl)cc1OC | 13% | . | 0% | . | 10 | . | 4%
CCOc1ccc(S(=O)(=O)NC(Cc2c[nH]c3ccccc23)C(=O)O)cc1 (stereo unspecified) | -7% | 1% | 0% | 4% | 52 | -29% | -2%
O=C1C=CC(=O)N1Nc1ccc(Br)cc1 | -14% | 1% | -2% | -21% | -11 | 5% | 11%
Fc1ccc2nc(-c3ccccc3)nc(SCc3nnc(-c4ccccc4)o3)c2c1 | ? | 10% | ? | 15% | 2 | -21% | -3%
Cc1ccc(OC(C)C(=O)N2CC(=O)Nc3ccccc32)c(C)c1 (stereo unspecified) | -11% | -1% | 0% | 4% | 33 | -21% | 6%
N#Cc1ccccc1OCC(=O)OCC(=O)N1CCN(C(=O)c2ccco2)CC1 | 3% | -4% | -9% | 0% | -30 | -15% | -1%
Cc1nc(-c2ccc(C(=O)N3CCOCC3)cc2)cs1 | ? | -10% | 0% | 10% | 65 | -1% | -18%
COc1ccc(C(=O)Nc2nnc(C3=COCCO3)o2)cc1 | 14% | 0% | 3% | 62%[activator] | -3 | -2% | 2%
CCOC(=O)c1sc(NC(=O)CSc2nc3ccccc3s2)c(C(=O)OCC)c1C | -21% | 5% | -9% | . | . | -31% | .
Cc1nnc(SC(C)C(=O)Nc2ccc(S(=O)(=O)NC3CCCCC3)cc2)s1 (stereo unspecified) | -5% | 1% | -7% | 0% | -22 | -25% | 1%
O=C(CSCc1c[nH]c(=O)[nH]c1=O)OCC(=O)c1ccc(Br)cc1 | -14% | -1% | . | -2% | -36 | -22% | -4%
CC(Sc1nnc(CN2CCCC2)n1Cc1ccccc1)C(=O)Nc1ccc(F)c(F)c1F (stereo unspecified) | . | . | . | 19%[11.6 µM] | 0 | . | -3%
COCCCNC(=O)c1ccc(CSc2nc3cccnc3n2Cc2ccc(OC)cc2)cc1 | 20% | . | -4% | . | 100 | . | 2%
COc1cc(/C=N/OCC(=O)NC23CC4CC(CC(C4)C2)C3)ccc1OCc1ccccc1 | 2% | 0% | 0% | -19% | 0 | -1% | -4%
C=C1CC[C@@H]2[C@](C)(CO)[C@H](O)CC[C@@]2(C)[C@@H]1/C=C/C1=CCOC1=O | 0% | -2% | 40µM* | 1% | ? | -18% | 1%
Cc1cc(C)n(C(=O)CCN2C(=O)c3ccccc3C2=O)n1 | 5% | 0% | 26% | 0% | -3 | -1% | -10%
CCOc1cccc2sc(N(CCN(CC)CC)C(=O)c3ccco3)nc12 | -5% | . | 0% | . | 0 | . | 3%
O=C(CCS(=O)(=O)c1ccc(Br)s1)NCc1ccc2c(c1)OCO2 | ? | 0% | ? | 5% | 53 | -21% | -2%
COc1ccnc(-n2cccc2C#N)c1C#N | 6% | -7% | 18% | 10% | 13 | 0% | 0%
COc1c(O[C@@H]2O[C@H](CO)[C@@H](O)[C@H](O)[C@H]2O)cc2c(c1OC)-c1ccc(SC)c(=O)cc1C(NC(C)=O)CC2 (stereo partly specified) | 5% | . | -29% | -9% | -23 | 4% | 1%
COCc1ccc(-c2c(-c3cc(OC)cc(OC)c3)oc(=O)c3cc(OC)c(OC)cc23)cc1 | 8% | . | 3% | -5% | 13 | -7% | 3%
Cc1ccc(NC(=O)c2oc3ccccc3c2C)nc1 | 2% | -9% | 11% | 1% | 126 | -15% | 0%
CCOC(=O)c1c(C)oc2nc(C)nc(NCCCN3CCN(c4cc(C)ccc4C)CC3)c12 | 24% | . | 12% | . | 9 | . | 1%
COC(=O)c1cc(Br)c(=O)n(CCN2CCOCC2)c1 | 3% | 2% | 1% | 26% | ? | -4% | -1%
